OXTR potentiate: human OXTR potentiators, primary screen, fluorescence, CHO-OTR cells, Fluo-8 calcium; 320,000 tested, 0.061% active; Fluo-8 calcium fluorescence, potentiator mode; 0% = oxytocin EC15, 100% = EC100; activation, % at 3 µM; AID 2445, 2010;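 active = activation above that plate's cutoff, the mean activation of tested compounds plus 3 SD, cut at about 6.6% in these data, passing the limit was not always enough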;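 also: 100% uses oxytocin at 75 nM as the full agonist control; some results filed as inactive read as strong as hits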
Target sequence (P30559 whole entry, looked up): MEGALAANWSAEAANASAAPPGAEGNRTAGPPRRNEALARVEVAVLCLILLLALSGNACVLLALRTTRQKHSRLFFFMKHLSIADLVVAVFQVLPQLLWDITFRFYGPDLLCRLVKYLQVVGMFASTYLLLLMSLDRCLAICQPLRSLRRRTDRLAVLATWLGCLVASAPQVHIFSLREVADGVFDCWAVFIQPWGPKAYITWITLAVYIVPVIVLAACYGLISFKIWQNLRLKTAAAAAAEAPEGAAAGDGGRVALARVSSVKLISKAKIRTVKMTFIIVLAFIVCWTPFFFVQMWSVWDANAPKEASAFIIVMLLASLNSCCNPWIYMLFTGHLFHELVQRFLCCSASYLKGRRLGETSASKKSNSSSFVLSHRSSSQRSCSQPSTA
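Material: CHO-OTR cells, human receptor; compound dosing: single dose, 3.0 µM nominal final compound concentration; schedule: 6 min compound pre-incubation at room temperature, 100 s kinetic read; measured by: kinetic Fluo-8 calcium fluorescence; read-out basis: % activation vs EC15 and EC100 oxytocin; controls: EC15 oxytocin alone as 0%, 75 nM oxytocin as 100%; replicates: singlicate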
MEKK2mut PB1 HTS: MEK5 binding signal on mutant MEKK2 PB1, primary screen, biochemical, multiplex bead flow cytometry, Alexa488-MEK5; Alexa488-MEK5 binding to MEKK2 mutant; percent response, % at 10 µM; 290,000 tested, 0.35% active; in the data active = percent response above about 24%, passing the limit was not always enough; also: inactives centre near 1; some results filed as inactive read as strong as hits
GPR7 antag: GPR7 receptor antagonists, primary screen, cell-based, fluorescence, single concentration; GPR7-expressing cells, fluorescence antagonist assay; inhibition, % at 4.4 µM; 290,000 tested, 1.1% active; AID 1861, 2009; in the data active = inhibition above about 16%, passing the limit was not always enough;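 also: cells stimulated with the agonist NPW; 0% = agonist with vehicle and 100% = vehicle without agonist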
MEKK2wt PB1 HTS: modulators of MEK5 binding to wildtype MEKK2, primary screen, biochemical, multiplex bead flow cytometry, Alexa488-MEK5. Mitogen-activated protein kinase kinase kinase 2 (Homo sapiens), Q9Y2U5. Alexa488-MEK5 binding to MEKK2 WT; actives lie on both sides. binding response (% of control), % at 10 µM. 290,000 tested, 1.1% active; in the data active = binding response below about 67% or above about 130%
OXTR ag: human OXTR agonists, primary screen, fluorescence, CHO-OTR cells, Fluo-8 calcium; Oxytocin receptor (Homo sapiens), P30559; Fluo-8 calcium fluorescence; normalized: DMSO 0%, oxytocin 100%; activation, % at 3 µM; 320,000 tested, 0.32% active;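 active = activation above the mean of all tested compounds plus 3 SD, cutoff set per screening run, cut at about 20% in these data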;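 also: peak over basal fluorescence ratio from a 100 s FLIPR kinetic read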
PfM18AAP inh: PfM18AAP inhibitors, malaria aminopeptidase, primary screen, biochemical, QFRET, recombinant enzyme; inhibition, % at 7.35 µM; H-Glu-NHMec fluorogenic cleavage; 290,000 tested, 1.2% active; AID 1822, 2009;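 active = inhibition above the campaign mean inhibition over all tested compounds plus 3 SD, cut at about 28% in these data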;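 also: 0% = plate median of test compound wells and 100% = 2 mM ZnCl2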
V1R ag counter: agonists of human V1a receptor, primary screen, counter-screen for OXTR agonist project, fluorescence, CHO-V1R cells; Vasopressin V1a receptor (Homo sapiens), P37288; Fluo-8 calcium fluorescence, agonist mode; 0% DMSO, 100% 3 nM vasopressin; activation, % at 3 µM; 320,000 tested, 0.25% active; AID 2797, 2010;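 active = activation above the mean activation of all tested compounds plus 3 SD, per screening run, cut at about 20% in these data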;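 also: signal is peak over basal fluorescence ratio across a 100 second FLIPR read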
Target sequence (P37288 whole entry, looked up): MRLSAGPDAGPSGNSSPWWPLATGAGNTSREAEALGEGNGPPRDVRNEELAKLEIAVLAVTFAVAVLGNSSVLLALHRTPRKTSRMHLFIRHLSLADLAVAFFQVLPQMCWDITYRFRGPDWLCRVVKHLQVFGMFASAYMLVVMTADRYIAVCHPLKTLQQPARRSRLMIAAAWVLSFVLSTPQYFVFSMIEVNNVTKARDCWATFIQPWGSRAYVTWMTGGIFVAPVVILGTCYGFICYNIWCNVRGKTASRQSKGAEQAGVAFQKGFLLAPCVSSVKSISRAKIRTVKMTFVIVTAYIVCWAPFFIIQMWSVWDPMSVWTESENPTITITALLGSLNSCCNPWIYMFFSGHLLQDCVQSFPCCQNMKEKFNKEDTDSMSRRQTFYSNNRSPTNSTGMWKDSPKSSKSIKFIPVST
NALP1 inh: NALP1 inflammasome inhibitors in reconstituted yeast, colorimetric, S. cerevisiae, triplicate retest; inhibition, % at 10 µM; 280,000 tested, 0.61% active; AID 2071, 2009; S. cerevisiae NALP1/ASC/caspase-1 growth, X-gal OD620, 72 h; in the data active = inhibition mostly above about 24%, no sharp cut-off; inactive = mostly below about 32%; also: some compounds called inactive have numbers as strong as hits
GalR3 antagonist: GalR3 antagonists in HEK293 cells, primary screen, cell-based, fluorescence readout. 360,000 tested, 0.44% active. HEK293 GalR3-CNG cAMP membrane potential fluorescence; galR3 body fused to GalR1 C-terminus. inhibition, % at 3 µM. Galanin receptor type 3 (Homo sapiens), O60755. AID 651719, 2012;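 active = inhibition above the screen-wide average plus 3 SD, cut at about 13% in these data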;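 also: forskolin and galanin both at EC90 stimulate the cells; cAMP rise reported by CNG channel membrane potential dye signal; 0% = forskolin plus galanin with DMSO and 100% = forskolin alone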
* hit, by the source's call; nt = not tested or not shown; [ ] = another dose, or the depositor's remark.

SMILES	OXTR potentiate	MEKK2mut PB1 HTS	GPR7 antag	MEKK2wt PB1 HTS	OXTR ag	PfM18AAP inh	V1R ag counter	NALP1 inh	GalR3 antagonist
Cn1c(C(=O)c2ccccc2)nc2ccccc21	-6	0	-6	106	-2.7	-7	-0.1	9	-11
COc1ccc(NC(=O)CN(c2ccc([N+](=O)[O-])cc2)S(=O)(=O)c2ccccc2)c(OC)c1	-4	-2	-1	98	-0.6	0	0.3	25	-6
COc1cc(NC(=O)Nc2cccc([N+](=O)[O-])c2)cc(OC)c1	-30	5	28*	116	15	1	12	1	-2
COc1ccc(-c2nnc(SC(C)C(=O)Nc3c(C)n(C)n(-c4ccccc4)c3=O)o2)cc1 (stereo not drawn)	-6	9	-6	108	0.4	4	0.6	7	-1
Cn1cc(CN2CCN(CCc3ccccc3)C(CCO)C2)cn1 (stereo not drawn)	-17	-3	2	100	-1.0	5	0.9	-3	-4
CCOC(=O)C1=NNC(C(=O)c2ccc(OC)cc2)C1c1ccccc1 (stereo not drawn)	-2	23	0	108	-0.4	5	1.4	17	-2
COc1ccc(C2=NOC(C(=O)Nc3ccc4c(c3)OCO4)C2)cc1OC (stereo not drawn)	-8	-3	-6	94	0.6	-3	1.0	-8	-4
COc1cc(/C=N/NC(=O)c2ccc3c(c2)OCCO3)cc(Cl)c1O	-7	-6	2	100	0.4	6	0.4	20	-7
CCc1cccc(NC(=O)c2cc(S(=O)(=O)N(C)C)ccc2N2CCCC2)c1	-6	1	-7	106	-1.9	6	0.3	-23	-6
CCC(=O)N(CCc1ccccc1)Cc1cc2cc3c(cc2[nH]c1=O)OCO3	2	3	12	104	-0.5	-21	0.4	11	-3
COc1cc(C(C)=O)ccc1OC(=O)C(C)N1C(=O)c2ccccc2C1=O (stereo not drawn)	-2	nt	11	nt	1.2	10	0.8	17	-3
CC(=Nc1ccc(Br)cc1)c1sc2ccccc2c1O	-3	-11	-10	90	3.8	5	5.8	33	-5
Cc1ccc(CSc2nnc(-c3ccco3)o2)cc1	-12	nt	5	nt	-1.4	1	-0.3	22	-4
Fc1cccc(Cl)c1/C=C/c1cnc2ccccc2n1	5	13	-11	99	-1.5	19	-0.8	14	-10
CC(C)OC(=O)CSc1nnc(SCc2cccc3ccccc23)s1	-8	1	0	100	-0.6	10	0.9	14	-5
CCOc1ccc2[nH]c(=O)c(CN(CC3CCCN3CC)C(=O)NCc3ccccc3)cc2c1 (stereo not drawn)	-13	-4	5	94	-1.1	-5	0.1	12	0
C[C@]12c3[nH]c4ccccc4c3CCN1C(=O)C(CC(=O)NCC13CC4CC(CC(C4)C1)C3)C[C@@H]2C(=O)N1CCCCC1 (stereo partly drawn)	-2	nt	nt	nt	-1.3	nt	-1.4	nt	-3
Cc1cccc(Nc2nnc(C)c(=O)n2N)c1	1	3	-4	105	0.4	6	0.7	25	-2
ClC(=C\c1ccccc1)/C=N/N1CCN(c2ccccn2)CC1	-6	0	5	102	-1.4	-9	-0.1	nt	0
CCN1CCN(Cc2ccc(NC(=O)c3ccc(C)c(NC(=O)c4ccc5n[nH]nc5c4)c3)cc2C(F)(F)F)CC1	1	11	nt	88	-0.6	nt	0.8	nt	-6
CCOC(=O)NC(=O)CSc1nc2ccc(C)cc2[nH]1	-13	-5	-15	101	-0.9	1	-0.2	-4	-4
CN(Cc1nc2ccccc2c(=O)[nH]1)C(=O)c1cc2c(s1)CCCCC2	-3	nt	nt	nt	-0.6	nt	0.6	nt	4
COc1cccc(CN2C(=O)c3cccc(N)c3C2=O)c1	4	-3	-2	89	0.8	5	0.3	31	0
CCc1n[nH]c(=S)n1/N=C/c1ccc(N(CC)CC)cc1	0	-2	-26	95	-1.1	16	-0.1	9	1

Complete entries as entered above.
Entry for Cc1cccc(Nc2nnc(C)c(=O)n2N)c1 → OXTR potentiate: 1; MEKK2mut PB1 HTS: 3; GPR7 antag: -4; MEKK2wt PB1 HTS: 105; OXTR ag: 0.4; PfM18AAP inh: 6; V1R ag counter: 0.7; NALP1 inh: 25; GalR3 antagonist: -2
Entry for COc1cccc(CN2C(=O)c3cccc(N)c3C2=O)c1 → OXTR potentiate: 4; MEKK2mut PB1 HTS: -3; GPR7 antag: -2; MEKK2wt PB1 HTS: 89; OXTR ag: 0.8; PfM18AAP inh: 5; V1R ag counter: 0.3; NALP1 inh: 31; GalR3 antagonist: 0

Further entries follow:
SMILES	OXTR potentiate	MEKK2mut PB1 HTS	GPR7 antag	MEKK2wt PB1 HTS	OXTR ag	PfM18AAP inh	V1R ag counter	NALP1 inh	GalR3 antagonist
NC(=O)c1ccsc1NC(=O)COC(=O)Cc1cccc2ccccc12	-31	3	28*	104	11	1	9.4	17	104*
O=C(CSc1nc2scc(-c3ccccc3)c2c(=O)[nH]1)N1CCOCC1	-9	-1	0	98	-0.1	1	0.4	8	-4
Cc1ccc(OCCC(=O)Nc2ccccc2C(=O)N2CCCCC2)cc1	-6	nt	nt	nt	-1.0	nt	-0.9	nt	-4
Cc1ccc(C)c(N2CCN(C(=O)CCS(=O)(=O)c3ccc4c(c3)NC(=O)C(C)S4)CC2)c1 (stereo not drawn)	-11	-1	-8	98	5.4	-11	7.6	13	-3
CCOC(=O)Cc1nnc(NC(=O)C2CCCCC2)s1	-5	-4	-18	99	-1.2	-4	-0.1	-3	-2
C=CCc1ccc(OCCOc2cccc(/C=N/n3cnnc3)c2)c(OC)c1	-19	2	0	100	-1.7	-11	-0.7	nt	-1
Cc1cccc(C(=O)NCC(=O)OCC(=O)c2ccc(Cl)s2)c1	nt	-1	5	99	nt	0	nt	2	0
COc1ccc(Cc2n[nH]c(=S)o2)cc1	-20	-10	-4	95	1.0	-7	0.3	6	2
NS(=O)(=O)c1cccc(NC(=O)Nc2ccccc2)c1	-4	-6	-3	87	1.1	-1	-2.4	nt	-6
CCCOc1ccc(CCC(=O)N/N=C/c2ccc([N+](=O)[O-])o2)cc1	-10	1	-9	101	-0.2	1	-0.2	14	-1
N#CC1=C(N)Oc2n[nH]c(-c3ccc(F)cc3)c2C1c1cccnc1 (stereo not drawn)	nt	nt	-9	nt	nt	7	nt	-6	-2
O=C1C2C3C=CC(C2C(=O)N1c1ccc(O)cc1)C1C2C(=O)N(c4ccc(O)cc4)C(=O)C2C31 (stereo not drawn)	-1	5	-6	110	-0.7	13	-0.6	nt	-3
O=C(O)C1CCN(C(=O)CSc2nnc(-c3ccccc3)o2)CC1	3	nt	nt	nt	2.9	nt	0.4	nt	-6
CN(Cc1c(F)cccc1Cl)C(=O)c1ccc(COc2ccccc2)cc1	-6	10	4	103	-0.1	-2	0.3	15	-1
O=C(N/N=C/c1ccncc1)c1ccccc1	-8	-1	3	101	0.6	3	-0.3	7	0
COc1ccc(OC)c(S(=O)(=O)N2CCCC(C(=O)NCCN3CCOCC3)C2)c1 (stereo not drawn)	-3	-2	-11	97	0.3	-8	-0.4	7	-5
COc1ccnc(Oc2ccccc2)c1C(=O)N/C=N/OCc1ccccc1F	-8	-31	6	71	2.6	-1	4.7	-2	3
Cc1ccc(COC(=O)c2cccc(S(=O)(=O)N3CCCCCC3)c2)cc1	-6	nt	nt	nt	0.9	nt	1.6	nt	-2
CCOC(=O)c1cc2sccc2n1CC(=O)N1CCN(C(=O)c2ccco2)CC1	-6	-5	-2	101	-0.3	8	0.2	29	-5
COc1ccccc1CC(=O)Nc1ncc(C)s1	-4	6	-14	103	0.0	1	0.1	-1	-5
COc1ccc(OC)c(NC(=O)Nc2cnccn2)c1	nt	2	-22	100	nt	-1	nt	11	-2
Cc1ccc(Cn2c(O)c(N=O)c3ccccc32)cc1	-6	-3	1	97	-1.6	3	0.0	1	-4
CC(C)CCNC(=O)c1cc2c(s1)-c1ccccc1S(=O)(=O)C2	-2	8	-11	100	-2.4	-1	-0.9	nt	2
Cc1c(Cl)cccc1NC(=S)N1CCN(Cc2ccc3c(c2)OCO3)CC1	-15	0	-13	104	1.5	0	2.8	13	-6
Cc1cccc(N2C(=O)C3C4C=CC(C4)C3C2=O)c1 (stereo not drawn)	-13	-8	-4	93	-0.2	-2	-0.3	-5	-2
N#Cc1ccc(OCC(=O)N2CCN(S(=O)(=O)c3ccc(Cl)s3)CC2)cc1	-9	nt	nt	nt	14	nt	9.8	nt	-6
O=C(Cn1ncc2c(=O)oc3ccccc3c21)NCC1COc2ccccc2O1 (stereo not drawn)	-5	-5	-3	89	1.7	-9	1.4	2	4
O=C(O)CSc1ccc2nnc(-c3cccnc3)n2n1	-6	-1	-7	99	-0.6	-6	0.8	1	1
Cc1nc2ccc(NC(=O)c3ccco3)cc2nc1C	-10	-13	-5	83	0.4	-11	0.8	-4	-4
CCOC(=O)c1c(-c2ccc(C)cc2)csc1NC(=O)c1cc2ccccc2oc1=O	6	nt	nt	nt	0.5	nt	1.1	nt	2
COc1ccccc1CNC(=O)COC(=O)c1ccc(C)c(S(=O)(=O)N2CCOCC2)c1	-1	nt	nt	nt	-1.4	nt	-0.3	nt	2
CCc1ccc(CN2CCCC(CNC(=O)c3cc(OC)cc(OC)c3)C2)cc1 (stereo not drawn)	-9	-13	9	104	-0.6	-1	1.1	3	-6
O=C(O)c1c(NC(=O)N2CCCC2)sc2c1CCCC2	-4	11	-18	111	-0.3	-2	0.7	28	-12
CCC(C)NCCOCCOc1ccc(F)cc1 (stereo not drawn)	-7	-21	13	3.0*[inhibitor]	0.4	-5	0.7	14	-3
c1ccn2c(SCc3cn4ccsc4n3)nnc2c1	-6	11	-10	105	2.0	3	1.0	27	0
CCN(CC)C(=O)c1c2c(nc3ccccc13)-c1ccccc1CC2	-6	2	-4	102	-2.5	1	1.9	30	-2
NNC(=O)CCS(=O)(=O)c1ccc2ccccc2c1	-17	4	4	109	-2.2	-16	0.7	-2	-7
CCC(=O)Nc1nonc1-c1nc2ccccc2n1CC(C)C	-7	nt	-2	nt	-1.6	2	-0.2	10	-5
Cc1csc(SCc2nnc(-c3ccc(Cl)cc3)o2)n1	-5	7	2	101	-2.6	-22	-0.2	2	-3
CC(C)c1ccccc1NC(=O)COC(=O)c1ccc(Cl)c(S(=O)(=O)N2CCCCCC2)c1	-9	0	-19	110	3.0	-2	1.7	27	0
O=C(N/N=C/c1c(Cl)cccc1Cl)c1n[nH]c2c1CCCC2	-7	8	12	100	-1.2	2	-0.2	23	-7
COc1ccc(C(=O)Nc2ccc(C3(C#N)CCCC3)cc2)cc1OC	0	2	-9	105	0.0	2	1.4	8	1
CCSc1nc2ccccc2n1CC(=O)N1CCOCC1	5	-3	-12	94	0.0	-8	0.6	17	0
CCOc1ccc2c(c1)c(N=O)c(O)n2C	1	-3	-1	96	-1.9	-6	-0.8	12	1

High-throughput results (PubChem BioAssay)
